From PubChem BioAssay
sPLA2-III inh = Inhibits HGIII-sPLA2 liposome hydrolysis, primary screen; inhibition, % at 12.2 µM; hit rate 0.56% among 370,000; AID 743126; QFRET BODIPY PC-A2 liposome hydrolysis, fluorescence;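 active = inhibition above mean plus 3 SD of compounds lying within the high and low control bounds, cut at about 19% in these data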;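 also: 0% = median of test compound wells and 100% = no enzyme DMSO wells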
SMARCA2 activ = SMARCA2 function activation, primary screen; MG213 cells, MMTV-luciferase reporter, dexamethasone, overnight; activation, % at 9.1 µM; hit rate 1% among 370,000; AID 652017; in the data active = activation above about 7.8%;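 also: 0% = vehicle wells and 100% = reference activator wells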
hgDAF-12 ag = hgDAF-12 agonism, primary luciferase screen | HEK293 GAL4-hgDAF12 UAS-luciferase reporter, agonist luminescence; normalized to butyrate control | activation, % at 6.8 µM | hit rate 1.8% among 370,000;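 active = activation above a cutoff set at the mean of all screened compounds plus 3 SD, cut at about 10% in these data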;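 also: 0% = DMSO wells and 100% = sodium butyrate wells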
DAX1 inh-1 = NR0B1 (DAX1) inhibition. HEK293 Gal4-DAX1 luciferase reporter, luminescence. inhibition, % at 6.75 µM. hit rate 0.99% among 340,000. AID 504766;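 active = inhibition above the mean over all tested compounds plus 3 SD, cut at about 4.2% in these data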;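 also: 0% = DAX1-transfected cells with DMSO and 100% = empty-vector control cells with DMSO; inhibition shows as a rise in luminescence from relieved DAX1 repression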
hcDAF12 agonist = H. contortus DAF-12 activation, primary screen; HEK293 hcDAF-12 lit1-tk-luc reporter, luminescence; 0% DMSO, 100% Δ7-dafachronic acid; activation, % at 6.8 µM; hit rate 1.4% among 370,000; AID 652067;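 active = activation above the mean of all tested compounds plus 3 SD, cut at about 5.5% in these data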;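 also: 100% = response to 3 µM Δ7-dafachronic acid high control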
ssDAF-12 act = S. stercoralis DAF-12 activation, primary screen | activation, % at 6.8 µM | hit rate 1% among 370,000 | HEK293 ssDAF-12/GRIP1 lit1-tk-luc reporter, luminescence; % of 3 µM dafachronic acid response;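 active = activation above the mean over all tested compounds plus 3 SD, cut at about 0.9% in these data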;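 also: 0% = DMSO-only wells and 100% = 3 µM delta7-dafachronic acid wells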
GC-A act = GC-A (human) enzyme activation. P16066. hit rate 0.14% among 370,000. HEK293 GC-A cells, cGMP TR-FRET, EC30 ANP; 0% at EC30 ANP, 100% saturating ANP. AID 1671463. activation, % at 10 µM; in the data active = activation above about 40%
GAA850 FXN act = activators of GAA850 frataxin (FXN) promoter. HEK293 lucGAA850 FXN promoter luciferase reporter, 24 h; percent of 10 µM SAHA response. activation, % at 6 µM. hit rate 0.56% among 360,000;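 active = activation above the average of all compounds screened plus 3 SD, cutoff fixed separately per campaign, cut at about 7.5% in these data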;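 also: 0% = DMSO wells and 100% = 10 µM SAHA wells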
DAX1 inh-2 = blocks DAX1 repression of SF-1 activated StAR promoter; HEK293T StAR-luciferase reporter, SF-1/DAX-1 repression relief; inhibition, % at 6.8 µM; hit rate 1.1% among 370,000; AID 652010;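 active = inhibition above the mean over all tested compounds plus 3 SD, cut at about 3.6% in these data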;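 also: 0% = DAX-1 cells with DMSO and 100% = cells lacking DAX-1 with DMSO; higher inhibition means more luminescence from relief of DAX-1 repression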
ADAM10 inh = ADAM10 inhibition, QFRET primary screen. O14672. recombinant ADAM10, EDANS/DABCYL FRET peptide cleavage, 3 h. inhibition, % at 7 µM. hit rate 0.62% among 370,000. AID 720582;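 active = inhibition above a per-campaign cutoff equal to the mean of compounds falling between control-based bounds plus 3 SD, cut at about 20% in these data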;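 also: 0% = DMSO wells while the 100% control is not disclosed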
NPR2 activator = GC-B (human) receptor activation. P20594. HEK293-GC-B cells, CNP EC30, cGMP TR-FRET; 0% at EC30 CNP, 100% saturating CNP. activation, % at 10 µM. hit rate 0.11% among 370,000;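 active = activation at 10 µM reaching about 35% in either raw or pattern-adjusted values, limit read from the data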
Target sequence (P20594 whole entry, looked up): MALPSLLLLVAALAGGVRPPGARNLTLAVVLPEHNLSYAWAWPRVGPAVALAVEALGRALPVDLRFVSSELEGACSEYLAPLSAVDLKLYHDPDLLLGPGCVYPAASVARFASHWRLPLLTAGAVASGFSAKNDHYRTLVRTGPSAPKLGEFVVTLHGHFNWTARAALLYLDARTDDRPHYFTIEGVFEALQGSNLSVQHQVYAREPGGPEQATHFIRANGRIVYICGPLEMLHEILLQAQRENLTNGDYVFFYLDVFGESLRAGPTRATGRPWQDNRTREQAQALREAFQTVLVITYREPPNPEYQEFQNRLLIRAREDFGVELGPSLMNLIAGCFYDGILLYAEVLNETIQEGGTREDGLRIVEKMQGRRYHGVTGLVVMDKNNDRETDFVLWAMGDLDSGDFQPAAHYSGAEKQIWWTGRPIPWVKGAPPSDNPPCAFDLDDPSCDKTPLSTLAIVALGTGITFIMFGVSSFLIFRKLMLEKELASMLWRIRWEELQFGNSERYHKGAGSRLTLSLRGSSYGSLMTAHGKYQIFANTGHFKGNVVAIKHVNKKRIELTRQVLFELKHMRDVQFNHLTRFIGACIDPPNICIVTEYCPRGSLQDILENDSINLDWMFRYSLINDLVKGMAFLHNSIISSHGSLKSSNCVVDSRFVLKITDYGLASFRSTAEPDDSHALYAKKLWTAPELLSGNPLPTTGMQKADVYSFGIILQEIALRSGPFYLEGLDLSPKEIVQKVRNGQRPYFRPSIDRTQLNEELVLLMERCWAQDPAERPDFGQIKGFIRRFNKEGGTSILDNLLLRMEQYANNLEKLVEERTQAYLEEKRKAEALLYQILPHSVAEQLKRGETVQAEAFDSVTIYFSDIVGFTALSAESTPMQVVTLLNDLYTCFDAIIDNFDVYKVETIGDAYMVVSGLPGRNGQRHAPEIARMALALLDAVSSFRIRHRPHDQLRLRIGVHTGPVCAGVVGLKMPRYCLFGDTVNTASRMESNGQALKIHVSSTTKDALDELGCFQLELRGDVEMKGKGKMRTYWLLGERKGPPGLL
* marks the source's active call; other numbers are inactive results; nt = not tested or not shown.

SMILES	sPLA2-III inh	SMARCA2 activ	hgDAF-12 ag	DAX1 inh-1	hcDAF12 agonist	ssDAF-12 act	GC-A act	GAA850 FXN act	DAX1 inh-2	ADAM10 inh	NPR2 activator
CCN(CC)C(=O)CSc1nnc([C@@H](N)C(C)C)o1	2	-3	1.1	3.6	-2.0	-1.0	1	-0.1	-0.5	-9	4
CCOC(=O)N1CCN(c2c(NCCCN(CC)c3cccc(C)c3)c(=O)c2=O)CC1	-5	1	-0.4	-1.4	-1.5	-1.6	2	0.2	-0.1	-4	-4
COc1ccc(N/C=C\C(=O)c2ccc3ccccc3c2)cc1	2	1	1.5	-0.7	0.1	-0.9	3	0.9	0.0	2	1
NC(=O)c1ccccc1NC(=O)Nc1cccc2ccccc12	5	1	0.9	-0.3	-0.8	-1.2	0	2.2	-1.1	-207	-2
COc1cccc(C(=O)NCCS(=O)(=O)NCc2ccc3c(c2)OCO3)c1	-2	-1	-0.8	-1.1	-1.6	-0.3	-5	0.2	3.1	-5	-1
CC(/C=C1\SC(=S)N(CCC(=O)Nc2ccccc2O)C1=O)=C\c1ccccc1	-11	-2	2.4	-0.1	1.1	-0.9	4	-1.5	0.1	8	1
Nc1nc(N2CCCCC2)nc(N2CCCCC2)n1	5	0	-1.2	-1.2	-2.6	-1.3	11	-3.0	0.4	-6	3
CC(OC(=O)COc1ccccc1Cc1ccccc1)C(=O)N(C)c1ccccc1 (stereo unspecified)	-11	0	1.6	-0.3	-0.8	-1.5	0	0.2	-0.6	10	-6
O=C(Nc1nnc(-c2ccccc2)o1)c1cccc(N2C(=O)CCC2=O)c1	10	-2	2.3	-0.3	-2.1	-1.3	2	2.2	0.2	-3	2
Cn1c(=O)cc(SCC(=O)Nc2ccc3c(c2)OCO3)c2ccccc21	3	-3	0.2	0.0	-2.0	-0.9	5	-2.1	0.3	-3	1
N=c1c2c3c(sc2nc2n1CCC2)CCCC3	5	-2	-0.7	-0.3	-0.1	-1.1	13	0.2	-0.1	3	-2
Cc1ccccc1N(C(=O)c1csnn1)C(C(=O)NC(C)(C)C)c1ccncc1 (stereo unspecified)	5	-3	-0.4	2.3	-0.1	0.0	-1	0.9	0.7	-2	-2
Nc1c(C(=O)O)sc2nc(-c3ccccc3)c3c(c12)CCCC3	9	0	-1.8	-0.8	-2.5	-1.6	-3	1.9	0.7	5	0
CCc1ccc(-c2ccc(SCc3ccccn3)nn2)cc1	1	-2	9.6	-0.3	0.6	-0.9	4	2.3	1.4	-1	-3
Cc1nc(=O)c(-c2ccccc2)c(C)n1CCCO	6	-1	-2.4	0.1	-2.1	-0.9	3	2.5	-1.1	-9	0
CC(C)C(=O)Nc1ccc(-c2ccc3nncn3n2)cc1	-1	4	0.1	2.0	-1.3	-1.1	1	3.2	-1.0	-17	-1
CC1CCN(CCc2nc3cc(NC(=O)COc4ccc(Cl)cc4)ccc3n2C)CC1	-4	-3	-6.0	0.3	-4.5	-1.5	1	3.0	-0.5	-47	-3
COC(=O)c1cnc(Nc2nc(C(N)Cc3ccccc3)cs2)nc1C(F)(F)F (stereo unspecified)	0	1	0.7	nt	-0.1	-1.1	-9	1.1	-0.5	-3	-5
COCCCNC(=O)c1cc2cc([N+](=O)[O-])cc(OC)c2oc1=O	-1	0	-4.6	0.3	-1.3	-1.0	0	0.9	0.3	-11	2
Cc1ccccc1OC(C)C(=O)Nc1ccc2c(c1)OCCO2 (stereo unspecified)	-4	0	3.0	-0.1	-2.0	-0.9	4	2.8	1.4	-8	0
O=C(NCC(=O)N1CCCC1)c1ccc(Br)o1	3	-2	-1.8	-1.4	0.8	-0.1	-2	0.6	-0.1	3	2
COC(=O)Nc1ccc(S(=O)(=O)N2CCCC(C(=O)Nc3cccc4c3OCCO4)C2)cc1 (stereo unspecified)	-10	-2	1.7	-2.2	-1.9	-1.2	4	-4.4	-1.5	2	2
O=C(NCCO)C(=O)NCC(c1cccs1)S(=O)(=O)c1ccc(F)cc1 (stereo unspecified)	2	0	0.1	0.3	1.4	-1.8	3	-1.9	-0.9	0	1
Cc1ccc(C)c(Cn2nnc(C(=O)Nc3ccc4c(c3)OCCO4)c2N)c1	-6	4	1.3	0.3	-1.1	-0.4	1	3.6	4.6*	-3	-2
Cc1cccnc1CCNC(=O)c1ccc(OC2CCN(Cc3ccccn3)CC2)cc1	1	-1	-3.5	-0.5	-4.0	-1.6	3	-8.5	-3.6	-10	7
O=C(COC(=O)c1ccc(F)c(S(=O)(=O)N2CCOCC2)c1)NCCc1ccc(F)cc1	9	-3	-1.2	0.0	-0.5	-1.3	-4	2.7	0.0	-14	-2
CC1(C)CC(=O)C2=C(C1)OC(N)=C(C#N)C21CCC2(CC1)OCCO2	2	-1	0.8	-0.8	-0.3	-0.5	0	0.8	0.1	-40	5
O=C(CCCOc1ccccc1)NCC1CCCO1 (stereo unspecified)	4	2	0.7	1.0	-0.2	-1.0	2	0.6	0.8	2	6
COc1ccc(CCNC(=O)COC(=O)COc2c(C)cc(C)cc2C)cc1OC	7	-3	0.8	0.6	-1.6	-1.1	1	-1.1	0.7	-2	3
COc1cc2c(cc1OC)C(C)N(C(=O)c1sc(-c3cnccn3)nc1C)CC2 (stereo unspecified)	-1	2	-2.2	nt	-0.3	-1.7	-3	nt	0.1	1	-2
CCC(C)[C@H](NC(=O)NCc1ccccc1Cl)C(=O)OC (stereo partly specified)	0	3	0.1	1.1	-0.6	-0.7	0	0.1	-0.2	4	-1
Cc1ccc(S(=O)(=O)CC(CN2CCCCC2)N2CCCCC2)cc1 (stereo unspecified)	12	-1	-7.9	-2.5	-2.5	-1.3	-10	-1.1	-1.2	-10	-9
Nc1ccc2nn(-c3ccccc3)nc2c1	-1	-2	7.8	-0.1	4.2	-0.4	9	-0.4	1.2	-318	3
Cc1ccc([N+](=O)[O-])cc1-c1ccc2cccc(C)c2n1	0	2	1.1	-1.0	-1.3	-0.7	-10	3.4	-0.1	7	-5
O=C(c1ccco1)N1CCN(C(=O)c2[nH]ncc2[N+](=O)[O-])CC1	12	0	1.5	1.1	-2.7	-1.2	-1	0.9	-0.2	-10	0
O=C(NCCc1ccccc1)Nc1cccc(Cl)c1	7	3	5.1	0.2	2.2	-1.6	-1	2.3	0.2	-2	1
O=C(CN1C(=O)N/C(=C\c2ccccc2OCc2ccc(C(=O)O)cc2)C1=O)Nc1ccccc1F	-17	-3	-3.5	-1.0	-0.9	-1.2	-2	1.5	0.0	-8	4
COCCCNC(=O)C(=O)NCC1CCCN1S(=O)(=O)c1cccs1 (stereo unspecified)	5	0	0.1	1.3	-0.5	-0.5	3	-1.8	0.4	-11	-1
C[C@H]1CCCCO[C@H](CN(C)S(=O)(=O)c2cn(C)cn2)[C@@H](C)CN([C@@H](C)CO)C(=O)c2cc(NS(=O)(=O)c3ccccc3)ccc2O1	-6	-2	2.2	1.4	0.5	-1.3	6	0.9	0.7	-3	6
COC(=O)NCC(c1ccco1)N1CCN(c2ccccc2)CC1 (stereo unspecified)	4	-4	4.3	0.3	-1.4	-1.4	-4	-0.6	-0.2	-4	5
O=c1[nH]c2ccccc2c(=O)n1CCCO	7	-5	-0.5	0.3	-0.7	-1.8	-2	-0.3	-0.1	-5	0
O=C(CSc1nnnn1-c1ccccc1)c1cc2ccccc2oc1=O	-7	1	4.7	-1.1	3.2	0.6	-3	-0.6	0.5	4	-5
Cc1cc(C)nc(SCc2cnc(C)nc2N)n1	0	0	1.0	-0.7	-1.7	-1.5	-2	2.7	0.1	0	-5
O=C(Nc1ccncc1)c1cc(-c2ccccn2)nc2ccc(Br)cc12	-2	-2	-3.2	1.3	1.9	-1.2	12	1.4	-0.7	2	-3
Cc1ccc(S(=O)(=O)N2CCCCC2)cc1C(=O)NC1CC(C)(C)NC(C)(C)C1	0	-4	2.5	0.0	1.1	-0.4	-1	0.1	1.5	1	1
Cc1c(Cl)cccc1NC(=O)CCC(=O)N/N=C/c1ccco1	2	-1	-2.8	0.5	-1.6	-0.8	-4	1.9	-0.9	-4	4
COc1ccc(Cc2nnc(SCC(=O)NC(C)c3ccccc3)o2)cc1 (stereo unspecified)	2	-1	-2.2	-0.1	1.0	-0.9	4	1.1	-0.5	2	1
Cc1nc(C(F)(F)F)nc(Nc2ccc(N=Nc3ccccc3)cc2)c1C#N	8	1	0.4	1.5	-0.7	-0.7	0	0.0	-0.3	1	-5
CCCCC(CCC(=O)Nc1ccccc1C(=O)OCC)C(=O)O (stereo unspecified)	4	2	-0.6	-0.2	-0.6	-0.7	-1	-0.1	-0.2	7	0
Cc1c(Cc2ccccc2)[n+](=O)c2ccccc2n1[O-]	10	-3	-1.5	-0.5	-0.4	-0.9	5	0.2	-1.5	-6	5
CN(c1ccccc1C(=O)NC1CCCCC1)S(=O)(=O)c1ccccc1	0	1	2.3	0.1	-2.4	-1.4	nt	0.0	-0.5	4	nt
Cc1cc(C)cc(N(CC(=O)NC2CCC(C)CC2)S(=O)(=O)c2ccccc2)c1 (stereo unspecified)	4	-2	8.0	nt	1.1	-1.2	-16	nt	1.2	-10	-15
Cc1[nH]c(C)c(S(=O)(=O)NCc2ccccc2Cl)c1C(=O)N1CCCC1	1	-3	0.5	0.8	-2.8	-0.8	2	0.8	-0.2	-3	-5
Oc1ccc(CNC2CCCCC2)cc1	-6	-3	-0.4	-0.1	0.5	-0.6	2	0.8	0.6	0	0
Cc1ccc(C)c(NC(=O)Cn2nnc(C(=O)NCc3ccco3)c2N)c1	3	-1	4.0	-0.8	0.6	-1.7	-1	-4.1	-5.8	5	-2
C/C(CC(=O)Nc1cccnc1)=N/NC(=O)COc1ccc(Cl)cc1Br	-2	-1	1.3	4.0	-1.6	-1.1	0	0.7	0.2	-10	3
COc1ccc(Cl)cc1NC(=O)C(C)N1CCc2ccccc21 (stereo unspecified)	7	-4	-0.6	-0.8	0.5	-1.5	-51	0.6	-0.1	5	-14
Cc1ccc(C(=O)CC2(O)C(=O)N(C)c3ccc(Br)cc32)c(C)c1 (stereo unspecified)	-1	-2	-4.2	3.6	-0.1	-1.4	-2	-2.1	-0.3	11	-15
CC1CN(S(=O)(=O)c2cccc(C(=O)NNC(=O)C(C)Oc3ccccc3F)c2)CC(C)O1 (stereo unspecified)	-6	-2	-1.3	0.1	-0.7	-0.9	2	0.0	-0.1	10	-4
O=C(NCCCn1ccnc1)c1ccco1	-1	-1	-4.8	0.7	-2.0	-1.9	0	0.5	-0.1	4	2
